# Source: PubChem BioAssay (National Center for Advancing Translational Sciences (NCATS))
# BRCT PPI red – BRCT-phosphoprotein interaction inhibition (red fluorophore); P38398; AID 892; BRCT-phosphopeptide binding, red fluorescence polarization; actives 0.03% (n = 75,000); Potency, µM (doses to about 76.9 µM), for the others: at the highest dose activity change, negative = inhibition, hits mostly inhibitors; further: on the % scale 0 is the no-effect control and ±100 the full control effect
#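 Rhodamine-labelled pBACH1 10-mer (100 nM) bound to BRCT domain (100 nM) at pH 7.3; compounds incubated 12 min room temperature, polarization read. Free peptide defines full inhibition; unlabelled decapeptide titrated as control.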
# Pol III holo inh – blocks replication by bacterial DNA polymerase III holoenzyme; reconstituted DNA polymerase III holoenzyme replication, biochemical; Potency, µM (doses to about 57.1 µM), for the others: at the top dose activity change, negative = inhibition; actives 0.25% (n = 71,000); AID 603; further: potency means the concentration at half of the fitted maximal effect; on the % scale 0 is the no-effect control and ±100 the full control effect
#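 Reconstituted *E. coli* holoenzyme (0.35 nM Pol III, 1 nM beta, 154 nM SSB, 2 nM primase) was preincubated with compound for 15 min at RT. Synthesis on 1.4 nM ssM13Gori ran 35 min, then was stopped with PicoGreen/EDTA and read as dsDNA fluorescence.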
# USP2a inhib – USP2a (human) protease inhibition; O75604; USP2a enzymatic assay, qHTS inhibition; Potency, µM (highest dose often 38.3 µM), for the others: at the highest dose activity change, negative = inhibition, hits mostly inhibitors; actives 0.1% (n = 60,000); AID 927;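 further: potency means the concentration at half of the fitted maximal effect; nearly all actives have a fitted effect of over 60% in size; plate controls were DMSO for no effect and NEM full inhibition control for full effect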
# Target sequence (O75604 whole entry, looked up): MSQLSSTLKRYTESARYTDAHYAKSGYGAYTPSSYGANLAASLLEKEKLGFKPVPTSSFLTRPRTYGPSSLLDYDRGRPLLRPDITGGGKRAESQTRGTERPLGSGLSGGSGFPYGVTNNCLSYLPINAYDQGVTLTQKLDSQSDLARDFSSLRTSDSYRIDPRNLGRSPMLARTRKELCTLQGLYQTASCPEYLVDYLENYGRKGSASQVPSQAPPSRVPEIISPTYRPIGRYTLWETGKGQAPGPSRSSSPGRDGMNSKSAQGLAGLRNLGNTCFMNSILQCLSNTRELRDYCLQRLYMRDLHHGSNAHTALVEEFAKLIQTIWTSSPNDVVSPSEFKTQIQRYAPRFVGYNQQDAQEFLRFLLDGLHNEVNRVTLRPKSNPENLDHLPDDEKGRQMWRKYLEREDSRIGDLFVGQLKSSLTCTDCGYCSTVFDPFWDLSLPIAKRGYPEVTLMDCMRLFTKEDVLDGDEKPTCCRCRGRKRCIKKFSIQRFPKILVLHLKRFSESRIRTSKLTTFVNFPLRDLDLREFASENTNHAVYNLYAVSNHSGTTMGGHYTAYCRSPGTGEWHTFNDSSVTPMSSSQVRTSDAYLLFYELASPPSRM
#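 USP2 core (20nM final) preincubated 30 min RT with compound, then Ub-PLA2 20nM and NBD C6-HPC 20uM final added; buffer 20mM Tris-HCl pH 8.0, 2mM CaCl2. Fluorescence Ex 460/Em 535 read at 0 and 2.5 h; normalized to NEM.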
# ALOX15 inhib – 15-hLO (ALOX15) enzyme inhibition; Potency, µM (highest dose often 57.1 µM), inactives show top-dose activity change, negative = inhibition, hits mostly inhibitors; actives 1.4% (n = 74,000); purified 15hLO-1, xylenol orange hydroperoxide absorbance; P16050; further: potency means the concentration at half of the fitted maximal effect; on the % scale 0 is the no-effect control and ±100 the full control effect; nearly all actives have a fitted effect of over 55% in size
#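 Compounds were preincubated 15 min at room temperature with 40 nM purified human enzyme (25 mM Hepes pH 7.5, 0.01% Triton X-100); 50 uM arachidonic acid reacted 6 min. Fe-xylenol orange detection, 30 min, absorbance ratio 573/405 nm.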
# GFP derepression – epigenetic modulators derepressing GFP locus in mouse cells; mouse C127i GFP locus derepression, cytometry, 30 h; Potency, µM (titrated, usually from 46.1 µM), for inactives: at the highest dose GFP derepression (activation); actives 0.09% (n = 68,000); further: % of control where 0% means no effect
#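 Murine C127i mammary cells carrying a silenced, stably integrated CMV-driven GFP reporter were treated with compound for 30 hours at 37 C. After PBS washes, GFP-positive cells were counted by laser-scanning microplate cytometry.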
# Ub-GFP proteasome – proteasome inhibitors stabilizing ubiquitin-GFP reporter; Potency, µM (top dose mostly 45.9 µM), without a hit: top-dose activation (GFP accumulation), usual class: activators; 67,000 tested, under 10 active; Ubiquitin-GFP reporter cells, proteasome inhibition, GFP fluorescence; response scale: untreated = 0%, 10 µM MG-132 = 100%; active means well fitted activation curve with a large enough effect, not every such curve was filed as active; inconclusive means small, poorly fitted or top-dose-only effect, or another doubt; inactive means no such curve, though single readings can be large or run the other way; further: potency means the concentration at half of the fitted maximal effect
#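 Proteasome block read as GFP accumulation: ubiquitin(G76V)-GFP U2OS cells exposed to compound (2.9 nM–46 uM) for 4 hr at 37 C. Normalization used untreated cells as 0% and 10 uM MG-132 as 100%; concentration-response curves fitted.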
# HBB splicing – alters splicing of the hemoglobin beta chain | HBB splicing reporter cell assay, activation; EGFP reporter with mutant IVS2-654 intron; response scale: normalised to 500 nM splice-correcting PNA | Potency, µM (highest dose often 46.1 µM), inactives show top-dose activation, most hits filed as activators | actives 0.06% (n = 65,000) | AID 925; further: potency means the concentration at half of the fitted maximal effect; 0% is about no effect
#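 Compounds were applied for 2 days to HeLa EGFP-654 cells, 500/well in Optimem with 2% FCS. The reporter's EGFP is disrupted by mis-splicing of beta-globin intron IVS2-654. Readout: summed well GFP fluorescence from 488 nm laser scanning; reference was 500 nM antisense […] 654 PNA.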
# HADH2 inhib – HADH2 (human) dehydrogenase inhibition; recombinant HADH2, NADH fluorescence, beta-hydroxybutyryl-CoA; Potency, µM (top dose mostly 57.1 µM), for the others: at the highest dose activity change, negative = inhibition, hits mostly inhibitors; actives 3.4% (n = 73,000); further: potency means the concentration at half of the fitted maximal effect; on the % scale 0 is the no-effect control and ±100 the full control effect; nearly all actives have a fitted effect of over 60% in size; many of its hits are not listed in these tables
# Target sequence (Q99714 whole entry, looked up, one chain of several): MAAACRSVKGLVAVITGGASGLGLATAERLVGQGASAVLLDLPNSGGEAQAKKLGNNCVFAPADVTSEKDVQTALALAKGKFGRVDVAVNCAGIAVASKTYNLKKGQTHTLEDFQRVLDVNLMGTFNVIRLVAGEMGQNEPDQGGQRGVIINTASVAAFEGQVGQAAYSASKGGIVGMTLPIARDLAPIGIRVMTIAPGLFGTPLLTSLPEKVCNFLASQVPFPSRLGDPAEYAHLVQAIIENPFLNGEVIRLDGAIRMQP
#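 E. coli-expressed His-tagged HADH2 tested at 20 nM in alkaline Tris buffer (pH 9.0); oxidation of 90 uM beta-hydroxybutyryl-CoA with 1 mM NAD+ tracked fluorimetrically for 4 min.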
# CRE Fsk mod – alters forskolin-stimulated CRE reporter signaling in CHO cells. actives 2.5% (n = 71,000). Potency, µM (top dose mostly 38.2 µM), without a hit: at the top dose activity change, negative = inhibition, actives largely listed as activators. CHO CRE-bla reporter (cAMP response element driving beta-lactamase), forskolin EC10, beta-lactamase ratio; active means well fitted activation curve with a large enough effect in the signal ratio, with a control signal flat, not every such curve was filed as active; inconclusive means small, poorly fitted or top-dose-only effect, or effect the other way, or a change in a side signal; the % refers to the signal ratio; further: potency means the concentration at half of the fitted maximal effect; % of control where 0% means no effect
#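 Cells were plated overnight at 37 °C, exposed to compound titrations plus EC10 NKH 477 for 3 h, then given CCF4 dye for 2 h at room temperature. Blue/green (460/530 nm) ratio was converted to %Activity and AC50 values calculated.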
# BRCT inh green – blocks human BRCA1 BRCT binding to phosphopeptide, green readout | actives 0.05% (n = 75,000) | Potency, µM (highest dose often 76.9 µM), for the others: at the highest dose activity change, negative = inhibition, hits mostly inhibitors | P38398 | BRCA1 BRCT-phosphopeptide binding, green fluorescence polarization;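 further: potency means the concentration at half of the fitted maximal effect; plate controls were peptide without protein for full effect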
#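 Fluorescence polarization: His-tagged BRCT (~35 kDa BRCA1 C-terminus, 250 nM) bound to 100 nM fluorescein-labeled phosphorylated 10-aa BACH1 peptide, pH 7.3 phosphate buffer with DTT and Tween 20. Compounds incubated 12 min at room temperature; inhibition read as lowered polarization.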
# Hsp90 Hop PPI – changes Hsp90-Hop TPR2A binding signal, up or down; AlphaScreen TPR2A-His6 binding biotin-Hsp90 C-terminal peptide; Potency, µM (series often up to 57 µM), inactives show top-dose activity change, negative = inhibition; actives 0.44% (n = 71,000); AID 595; active means well fitted curve in either direction with a large enough effect; inconclusive means small, poorly fitted or top-dose-only effect, or another doubt; further: potency means the concentration at half of the fitted maximal effect; on the % scale 0 is the no-effect control and ±100 the full control effect; many of its hits are not listed in these tables
# The depositor's hits bear a star; ? = inconclusive; . = not tested or not shown; & = joins results of further samples; [ ] = dose if it differs, or a comment. Unless noted, the call rests on the fitted dose curve; in most records, active means well fitted curve in the direction sought with a large enough effect; inconclusive means small, poorly fitted or top-dose-only effect, or another doubt; inactive means no such curve, though single readings can be large; an effect the other way counts as inactive or inconclusive.
Molecule	BRCT PPI red	Pol III holo inh	USP2a inhib	ALOX15 inhib	GFP derepression	Ub-GFP proteasome	HBB splicing	HADH2 inhib	CRE Fsk mod	BRCT inh green	Hsp90 Hop PPI
COc1ccc(C(c2nnnn2CCc2ccccc2)N2CCN(C)CC2)cc1OC (configuration not stated)	0.3%	-2%	.	3%	-3%	-4%	0.1%[57.5 µM]	4%	0%	-0.8%	-3%
COCCNC(=O)Cn1ncc2ccsc2c1=O	0.5%	-1%	.	-5%	2%	-1%	-0.1%	7%	-6%	-0.2%	?
O=C(NCCc1cn2ccccc2n1)c1ccccc1F	-0.8%	-5%	5%	1%	-2%	-9%	-1.2%	-4%	2%	1.1%	0%
Cc1c(N=Cc2ccco2)c(=O)n(-c2ccccc2)n1C	-1.2%	1%[11.4 µM]	3%[7.66 µM]	3%[11.4 µM]	-2%	8%[9.17 µM]	-4.8%[0.0738 µM]	6%[11.4 µM]	-1%[7.6 µM]	0.5%	-5%[11 µM]
O=C(Nc1ccc2c(c1)C(=O)N(C1CCCCC1)C2=O)C1CCCO1 (configuration not stated)	2.0%	-2%	10%	-4%	0%	-2%	0.9%	25µM*	?	0.5%	-1%
COCCn1c(SCC(=O)Nc2cccc(C(=O)OC)c2)nc2ccccc2c1=O	-1.6%	-1%	14%	-2%	1%	1%	.	9%	13%	-2.3%	-1%
COCC(=O)Nc1c(C(=O)Nc2cccc(OC)c2)oc2ccccc12	1.0%	6%	13%	0%	2%	2%	-0.7%	.	18%	1.3%	0%
CC[C@@H]1OC(=O)[C@H](C)[C@H](O[C@@H]2C[C@](C)(OC)[C@H](O)[C@H](C)O2)[C@H](C)[C@H](O[C@@H]2O[C@@H](C)C[C@@H](N(C)C)[C@@H]2O)[C@](C)(O)C[C@H](C)[C@@H]2N[C@H](COCCOC)O[C@H]([C@@H]2C)[C@]1(C)O	0.0%[34.4 µM]	2%[25.6 µM]	5%[17.1 µM]	6%[25.6 µM]	-1%[20.6 µM]	-2%[20.5 µM]	-0.6%[20.6 µM]	12%[25.6 µM]	-1%[17.1 µM]	0.2%[34.4 µM]	-3%[26 µM]
O=C(CCN1C(=O)C2C3C=CC(C3)C2C1=O)N1CCN(c2ccc(F)cc2)CC1 (configuration not stated)	0.6%	-1%	7%	15%	0%	18%	0.1%	8%	?	-2.1%	-2%
COCCn1c(=O)cnc2cnc(N3CCNCC3)nc21	-2.3%	-4%	4%	12%	0%[9.22 µM]	-2%	0.8%	?	13%	1.0%	-3%
COC(=O)C1=C(C)N(c2ccc(F)cc2)C(=O)C1	0.2%	-5%	0%	-3%	0%	0%	-0.4%[9.22 µM]	2%	?	0.0%	-2%
Cc1cc(C)cc(NC(=O)CSc2nnc(-c3ccccc3Br)o2)c1	-1.1%	4%	-26%	-29%	0%	-1%	-2.6%	2%	11%	0.9%	3%
CCCNC(=O)Cn1cnc2sc(C(=O)N3CCN(CCC)CC3)c(C)c2c1=O	0.3%	-1%	11%	1%	2%	-17%	-3.0%	3%	-11%	1.0%	0%
N[C@H](C(=O)O)C1[C@H](C(=O)O)[C@H]1C(=O)O (some centres not stated)	1.4%	-1%	.	-21%[25.6 µM]	2%	1%	.	1%	-15%	-1.9%	1%
Cc1nc(NCc2ccco2)c2c3c(sc2n1)CCC3	-1.7%	-4%	11%	-13%	-1%	7%	-0.4%[57.5 µM]	2%	?	-2.3%	-3%
CCc1c(C)nc2ncnn2c1NCCc1ccc(OC)c(OC)c1	-0.5%	0%	1%	2%	0%	1%	.	4%	?	-0.1%	-1%
NS(=O)(=O)c1ccc(N=Nc2cc3ccccc3c(C(=O)O)c2O)cc1	0.3%[15.4 µM]	-17%[11.4 µM]	.	-10%[11.4 µM]	12%[9.22 µM]	9%[9.17 µM]	2.4%[9.22 µM]	8%[11.4 µM]	-5%[7.6 µM]	-1.0%[15.4 µM]	?
Cc1cc(C)n(-c2cc(=O)n(C)c(=O)n2C)n1	-1.5%	-1%	-9%	-1%	0%	2%	-2.4%[57.5 µM]	1%	11%	-1.3%	0%
CN(C(=O)c1c(Cl)nc2sccn12)C1CCCCC1	0.7%	-5%	-5%	0%	2%	2%	-0.3%[57.5 µM]	1%	6%	-1.6%	-2%
N#Cc1cccc(-c2cc(NCc3ccccc3)ncn2)c1	-1.3%	13%	32%[activator]	8%	0%[9.22 µM]	1%	-0.6%	-23%	?	-1.0%	11%
O=C(O)CN(CCOCCOCCN(CC(=O)O)CC(=O)O)CC(=O)O	0.7%	14%	0%	8%	0%	0%	-0.9%	?	4%	-2.7%	-2%
Cc1ccc(C)c(N(CC(=O)NCc2ccco2)C(=O)CCC(=O)Nc2ccccn2)c1	1.2%	-2%	6%	4%	-1%	-4%	.	-1%	-3%	-0.3%	-3%
O=C(CN1CCN(c2ccccc2)CC1)N1CCN(c2ccccc2)CC1	-2.7%	-6%	17%	0%	4%	-7%	4.8%[1.84 µM]	3%	?	-0.1%	-4%
O=C(NC1CCN(C(=O)NC2CCCCC2)CC1)c1ccco1	0.6%	1%	.	17%	2%	3%	0.1%[57.5 µM]	3%	?	-2.9%	-2%
CCOc1ccc(-c2noc(-c3cccnc3)n2)cc1OC	-3.4%	-1%	16%	-2%	4%	10%	-0.2%[1.84 µM]	21%	?	1.9%	5%
C[N+]1(C)CCc2cc3c(cc2[C@@H]1[C@@H]1C(=O)Oc2c1ccc1c2OCO1)OCO3	-0.9%&0.9%	0%&-6%	.	-13%&-24%[25.6 µM]	-1%&-1%	5%&9%	.	-3%&9%	-8%&0%	-2.9%&-2.0%	-3%&3%
O=C(NCc1ccccc1)c1ccc(OC2CSC2)cc1	-2.7%	-1%	-9%	1%	2%	2%	2.4%	?	-19%	-1.0%	-5%
CCOc1cccc2c1OC1(C)CC2NC(=O)N1c1cccc(Cl)c1 (configuration not stated)	1.4%	-3%	9%	-4%	0%	-11%	-0.9%	-5%	-7%	0.0%	0%
Cc1cc(C)c2c(CC(=O)NCc3ccco3)coc2c1	0.9%	0%	?	-8%	3%	4%	0.0%	-1%	-8%	0.8%	-3%
CCOc1ccc(C2C(C#N)=C(N)Oc3cc(C)n(Cc4ccco4)c(=O)c32)cc1OC (configuration not stated)	-1.2%	-6%	7%	5%	2%	.	2.3%[0.369 µM]	9%	28%	-2.1%	-2%
COc1ccc(N2C(=O)CC(Cc3ccccc3)C2=O)cc1 (configuration not stated)	2.2%	2%	7%	5%	-1%	6%	0.0%[57.5 µM]	-2%	-9%	0.5%	0%
CC(C)(C)NC(=O)CSc1nnc(-c2ccccn2)n1-c1ccccc1	0.0%	1%	.	-5%	0%	9%	0.1%	7%	-1%	6.3%	-1%
COc1ccc(C2C(=O)N(CCc3ccccc3)CC(=O)N2C2CCCC2)cc1 (configuration not stated)	-0.7%	-5%	6%	2%	3%	9%	1.5%	-3%	?	-0.7%	-2%
Cc1cc(Oc2ccc(-c3ccccc3)cc2)n2ncnc2n1	-0.4%	-2%	-16%	6%	-1%	6%	-3.2%	1%	?	0.1%	-3%
O=C(NCCO)c1c(O)c2cccc3c2n(c1=O)CC3	-1.1%	-7%	-1%	-4%	-1%	3%	-3.6%	0%	?	-5.2%	0%
CCNc1nc(NC(C)C)nc(OCCNS(=O)(=O)c2cc(C)ccc2C)n1	-0.5%	-4%	1%	-5%	7%	2%	-0.2%[57.5 µM]	-9%	-21%	-0.7%	-3%
O=C(CN1CCN(Cc2ccccc2)CC1)NC(=O)NC1CCCCC1	-1.4%	-1%	12%	9%	-2%	-1%	-0.2%[57.5 µM]	6%	-2%	-2.9%	-1%
Cc1cc2nc(-c3ccco3)cc(C(F)(F)F)n2n1	-2.8%	-4%	.	?	0%	-6%	-0.2%	-12%	?	-1.9%	3%
O=C(O)CCc1ccc(-c2ccc(Cl)cc2)n1Cc1ccco1	-1.0%	-24%	15%	-18%	2%	-5%	-0.2%	-24%	-3%	-1.1%	-4%
CCCCCCNC(=O)Cc1c(O)c2ccccc2[nH]c1=O	1.5%	-8%	-3%	-3%	4%	.	3.0%[0.369 µM]	-13%	4%	0.6%	3%

# Not all compounds are listed; count on the stated rates, not on these rows.
